PGE2 EP2 inh: human EP2 receptor antagonists, primary screen, TR-FRET cAMP, C6 glioma cells; Prostaglandin E2 receptor EP2 subtype (Homo sapiens), P43116; C6 glioma cells expressing human EP2; cells stimulated with saturating PGE2; inhibition, % at 25 µM; 260,000 compounds, 0.52% hits; AID 1422, 2008;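 active = percent inhibition above 40 after rounding to a whole number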;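 also: rat C6 glioma host cells with rolipram phosphodiesterase inhibitor present; the protocol text gives 20 µM as final concentration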
TbHK1 inh: Trypanosoma brucei hexokinase 1 inhibitors, primary screen, biochemical, G6PDH-coupled NADH absorbance, MLSCN library | AID 1430, 2008 | hexokinase 1 [Trypanosoma brucei] | 220,000 compounds, 0.11% hits | inhibition, % at 10 µM | recombinant TbHK1, G6PDH-coupled NADH A340;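 active = inhibition of 50% or more in the single-dose primary screen; inactive = inhibition below 50%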
PPC-1+TRAIL kill: compounds killing PPC-1 cancer cells with TRAIL present, primary screen, TRAIL potentiator project, ATPLite luminescence, uHTS; cell killing (% activity), % at 4 µM; PPC-1 cells + TRAIL, ATPLite viability luminescence; 220,000 compounds, 0.41% hits;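 active = cell killing above 50% in the first pass at 4 µM, then a duplicate retest at 5 µM averaging 50% or more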;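 also: plate controls were cells with TRAIL plus DMSO for no effect and medium-only wells lacking cells for full effect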
p47phox inh: p47phox/p22phox peptide binding inhibitors, primary screen, biochemical, uHTS, NADPH oxidase regulatory subunit | fluorescence polarization, 2 h | 220,000 compounds, 0.53% hits | inhibition, % at 24.7 µM | Neutrophil cytosol factor 1 (Homo sapiens), P14598;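 active = inhibition above about 30%, limit read from the data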;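 also: 0% = p47phox with labelled peptide and 100% = labelled peptide alone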
BaF3 tox: parental Ba/F3 cell viability inhibition, counter-screen for JAK2V617F inhibitor project, murine pro-B, CellTiter-Glo luminescence; AID 1486, 2009; inhibition, % at 5.6 µM; 220,000 compounds, 1.1% hits; CellTiter-Glo ATP luminescence;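 active = inhibition above a per-campaign cutoff, the mean inhibition of all tested compounds plus 3 SD, cut at about 27% in these data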;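 also: 0% = DMSO wells and 100% = JAK Inhibitor I control wells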
p97 inhibitor: inhibitors of human p97 ATPase, primary screen, biochemical | inhibition, % at 8 µM | recombinant p97 ATPase, Kinase-Glo ATP luminescence, 3 h | 220,000 compounds, 0.42% hits | Transitional endoplasmic reticulum ATPase (Homo sapiens), P55072; in the data active = inhibition above about 15%;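 also: 0% = DMSO vehicle and 100% = wells lacking enzyme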
Furin inhibitor: human furin inhibitors, primary screen, biochemical, fluorescence intensity | purified furin, fluorogenic substrate cleavage | P09958 | AID 463115, 2010 | 220,000 compounds, 0.061% hits | inhibition, % at 30 µM; in the data active = inhibition above about 25%; also: inactives centre near -15
Target sequence (P09958 108-714 limits assumed): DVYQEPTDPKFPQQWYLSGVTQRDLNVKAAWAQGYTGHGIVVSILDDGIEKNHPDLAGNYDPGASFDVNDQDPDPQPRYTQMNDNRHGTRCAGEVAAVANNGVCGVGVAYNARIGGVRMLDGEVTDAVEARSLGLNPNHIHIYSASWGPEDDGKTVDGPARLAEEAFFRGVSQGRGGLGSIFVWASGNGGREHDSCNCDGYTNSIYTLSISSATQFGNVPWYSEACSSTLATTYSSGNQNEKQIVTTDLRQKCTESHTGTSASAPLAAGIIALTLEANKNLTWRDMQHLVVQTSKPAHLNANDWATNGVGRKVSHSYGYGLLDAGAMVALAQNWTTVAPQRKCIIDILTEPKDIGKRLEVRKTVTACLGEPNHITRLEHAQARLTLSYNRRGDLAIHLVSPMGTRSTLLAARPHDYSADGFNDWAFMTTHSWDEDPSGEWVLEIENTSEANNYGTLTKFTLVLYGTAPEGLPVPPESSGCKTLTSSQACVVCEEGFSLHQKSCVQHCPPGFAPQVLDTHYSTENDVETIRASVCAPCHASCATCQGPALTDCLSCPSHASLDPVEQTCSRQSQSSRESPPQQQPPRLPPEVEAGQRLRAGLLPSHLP
RBBP9 inh: human RBBP9 inhibitors, primary screen, biochemical, fluorescence polarization, FP-Rh probe, HTS. Serine hydrolase RBBP9 (Homo sapiens), O75884. recombinant RBBP9. inhibition, % at 7.94 µM. 220,000 compounds, 0.2% hits. AID 1515, 2009;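 active = inhibition above the campaign mean of all tested compounds plus 3 SD, cut at about 14% in these data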;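 also: plate controls were DMSO wells with RBBP9 for no effect and wells lacking RBBP9 protein for full effect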
Target sequence (O75884 whole entry, looked up): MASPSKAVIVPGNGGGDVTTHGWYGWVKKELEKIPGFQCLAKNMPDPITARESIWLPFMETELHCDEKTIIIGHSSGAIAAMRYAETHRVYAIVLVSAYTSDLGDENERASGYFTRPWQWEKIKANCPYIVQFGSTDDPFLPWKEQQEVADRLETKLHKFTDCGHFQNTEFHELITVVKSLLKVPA
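Controls: DMSO-treated enzyme wells and wells lacking RBBP9 | Material: RBBP9 protein | Technique: Fluorescence polarization | Replication: Single well per compound, no replicates | Buffer or medium: Tris-NaCl-Pluronic buffer, pH 8.0 | Timing: 30 min compound preincubation, 45 min probe labeling, 25 °C | Read-out basis: Percent inhibition from mP, scaled between DMSO and no-protein wells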
Ba/F3 V617F tox: reduced viability of JAK2V617F-dependent Ba/F3 cells, primary screen, JAK2V617F inhibitor project, cell-based, Ba/F3 EpoR-JAK2V617F, luminescence; ATP luminescence; inhibition, % at 5.6 µM; 220,000 compounds, 1.1% hits; AID 1446, 2008;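 active = inhibition above the campaign mean plus 3 SD over all tested compounds, cut at about 24% in these data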;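 also: cytokine-independent growth of Ba/F3 cells driven by EpoR plus mutant JAK2; 0% = DMSO-treated cells and 100% = JAK inhibitor I control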
An asterisk follows results filed as active; . = no result given; & = joins results of further samples; [ ] = remark or other dose. The list is partial; count on the stated rates, not on these rows.

SMILES	PGE2 EP2 inh	TbHK1 inh	PPC-1+TRAIL kill	p47phox inh	BaF3 tox	p97 inhibitor	Furin inhibitor	RBBP9 inh	Ba/F3 V617F tox
CCc1ccc(OCCCC(=O)NCc2ccco2)cc1	8&1	-6	5	-3	5	5	-21	-9	0
Cc1cc(C)c2sc(N(CCCN(C)C)C(=O)COc3ccc(Cl)cc3)nc2c1	7	8	14	-7	6	-1	-19	-3	2
CCc1cc(C(=O)NNC(=S)Nc2cccc(C)c2)cs1	7	2	13	4	4	-5	-21[20 µM]	2	0
CC1(C)CC(=O)C2=C(C1)N(c1cccc(Cl)c1)C(=O)NC2(C(F)(F)F)C(F)(F)F	10	-1	14	-2	5	1	-11	-8	-3
COC(=O)Nc1sc2c(c1C(N)=O)CCC(C)C2 (stereo unspecified)	12	0	-1	-3	4	4	-33	4	-4
CCOC(=O)C1=C(C)N=C(/N=C/N(C)C)SC1c1ccccc1 (stereo unspecified)	12	-19	38	-6	3	4	-9	1	-2
CC1CN(C(=O)C(c2ccccc2)c2ccccc2)CC(C)O1 (stereo unspecified)	4	2	12	10	0	7	-18[20 µM]	-6	-2
O=C(NC1C/C(=N/O)c2cc3c(cc21)OCO3)C(F)(F)F (stereo unspecified)	1	-4	-4	-5	5	0	-26	-6	1
CCOc1ccc(C(CC(=O)O)NC(=O)C(Sc2ccccc2)c2ccccc2)cc1 (stereo unspecified)	8	1	-14	-2	2	3	-26	-5	-4
COc1ccc(NC(=O)Nc2ccc(C(C)C)cc2)cc1	-2	-8	5	6	-3	-3	-25	-2	-1
CC1CN(c2oc(-c3ccco3)nc2S(=O)(=O)c2ccccc2)CC(C)O1 (stereo unspecified)	19	-5	-3	-8	3	1	-22	-2	-4
CC(=O)NC(CCS(C)(=O)=O)C(=O)Nc1cccc(C)c1C (stereo unspecified)	9	5	-5	-2	-2	8	-12	5	-3
c1csc(Cc2nn3c(-c4ccncc4)nnc3s2)c1	7	-5	12	-5	6	0	-12	-6	1
O=C(Nc1ccc(F)cc1)OCCOc1ccc([N+](=O)[O-])cc1	18	-10	5	-6	-3	5	-6	-3	7
CCCn1c2ccccc2c2nnc(SCC(=O)OCC)nc21	3	-30	24	-11	6	-5	-12[20 µM]	9	4
O=C(OC(C(=O)NC1CCCC1)c1ccccc1F)c1ccco1 (stereo unspecified)	7	2	6	1	0	-1	-18	-5	-1
COc1cc(/C=N/NC(=O)C(C)Nc2n[nH]c(=O)[nH]c2=O)cc(OC)c1O (stereo unspecified)	8	-23	20	-9	2	1	-5	-1	1
CN(C(=O)c1ccno1)c1nnc(-c2ccccn2)s1	20&6	-14	.	-14	8	-3	-40	-16	4
COc1cccc(/C=N/c2oc(-c3ccccc3)cc2C#N)c1O	14	-1	10	-11	8	-4	-11[20 µM]	-4	3
COc1cc(C(=O)NCC(=O)N/N=C/c2ccc(OC(=O)c3ccco3)cc2)cc(OC)c1OC	1	-15	37	-6	4	2	-26	-1	0
N#Cc1c(NC(=O)c2ccncc2)sc2c1CCC2	3	-10	25	-30	0	9	-9[20 µM]	1	-4
COc1cc2c(cc1OC)C1=C(C#N)CC/C(=N\S(=O)(=O)c3cccc(Cl)c3)N1CC2	3	-14	-16	-29	2	5	-30[20 µM]	-2	-4
CCN(C(=O)Cn1cc(C(C)=O)c2ccccc21)c1ccccc1	8&6	-1	15	-1	10	1	-19	-5	0
C[n+]1ccc(/C=N/Nc2nc(Cl)c(C#N)c(Cl)c2Cl)cc1	8	-12	.	-31	6	6	-1	-6	3
CC(C)C(=O)Nc1ccccc1C(=O)N/N=C/c1ccc([N+](=O)[O-])cc1	2	-6	-11	-10	13	-1	-10[20 µM]	-14	3
CCn1c(=O)c2c(n3cnnc13)-c1ccccc1CC21CCCCC1	1	-3	-17	5	-1	7	-12	-10	-4
CC(=O)NC(NC(=S)Nc1ccc(N=Nc2ccccc2)cc1)C(Cl)(Cl)Cl (stereo unspecified)	6	-15	26	-9	2	3	-10	-1	3
O=C(Nc1ccccc1)/C(=C/c1ccccc1)NC(=O)c1ccco1	7	6	-2	-9	10	-6	-10	-9	5
CN(Cc1ccon1)C(=O)CCc1nnc(CCCCc2ccccc2)o1	4	2	-4	1	4	0	-13	-4	4
COc1ccc2c(=O)c(Oc3ccc(C(=O)O)cc3)c(C(F)(F)F)oc2c1	2	-5	32	-8	4	-2	-19	-9	3
S=c1[nH]nc(-c2ccc(Br)o2)n1Cc1ccccc1	8	-3	6	-13	3	-1	-12[20 µM]	2	-1
O=S(=O)(/N=C(\c1ccc(Cl)cc1)N1CCOCC1)c1ccccc1	8	2	-1	-5	7	4	-16	1	-2
O=C(NCCCN1CCOCC1)c1ccc(Br)cc1Br	7	2	8	-2	3	6	-18	5	0
COc1ccc(CC(NC(C)=O)C(=O)NC2CCN(S(=O)(=O)c3ccc(NC(C)=O)cc3)CC2)cc1OC (stereo unspecified)	14	-7	.	-10	4	3	-28	1	2
COC(=O)c1[nH]c2cc(C)ccc2c1NC(=O)CN1CCN(c2ccccc2OC)CC1	14	-12	20	-18	5	1	-20	-11	6
Cc1cc(=O)oc(C)c1C(=O)Nc1c(C)n(C)n(-c2ccccc2)c1=O	15	-3	-7	-1	1	0	-22[20 µM]	-3	-4
C#CCNC(=O)C1=C[C@@H](c2ccc(Br)cc2)C[C@@H](OCCCCO)O1	6	-7	-4	-24	0	8	-16	-9	-8
COc1cccc(NC(=O)N2CCCC2C(=O)Nc2ccc3c(c2)OCO3)c1 (stereo unspecified)	8	2	16	-8	4	2	-19	-4	-1
COC(=O)CC(CP(=O)(O)CN(C)C=O)C(=O)OC (stereo unspecified)	2	-5	-3	-7	1	3	-22	-6	-2
O=S(=O)(c1ccccc1)N1CCN(S(=O)(=O)c2ccccc2)C1	10	4	-3	-3	1	2	-18[20 µM]	-5	3
CCOC(=O)C1CN(C(C)(C)C)C(=O)C1=O (stereo unspecified)	8	9	20	-15	4	2	-1	0	-4
Cc1nc(-c2ccccc2)nc2[nH]ccc(=O)c12	5	-5	8	1	10	-2	-10[20 µM]	-3	4
O=[n+]1cc(-c2cccc3ccccc23)n([O-])c2c1CCC2	12	-3	7	-10	2	3	-26[20 µM]	1	-1
CCOCCCn1c(=S)[nH]c2cc(C(=O)N3CCC(C(N)=O)CC3)ccc2c1=O	6	-4	4	2	4	-8	5	-10	4
COc1cccc(C(=O)Oc2cc(C)[nH]c(=O)c2[N+](=O)[O-])c1OC	5	-13	-7	7	3	0	-9	-10	0
Cc1ccc(S(=O)(=O)N(C)C)cc1NC(=O)Cn1c(CN2CCOCC2)nc2ccccc2c1=O	8	-3	0	11	10	-1	-27	-7	4
Cc1cc(O)cc2c(=O)c3ccccc3sc12	7	-2	-4	-12	3	6	-21	-5	-2
COc1cccc(C(=O)Nc2cc3c(cc2Cl)OCCCO3)c1	5	3	19	-2	6	2	-18	-4	1
CCOC(=O)c1c(NC(=S)N2CCN(C)CC2)sc2c1CCN(C(=O)OCC)C2	9	-24	3	-10	-2	-3	-16	-3	-1
CCOc1ccccc1-n1c(SCC(=O)Nc2ccc(CC)cc2)nc2n[nH]c(C)c2c1=N	7	0	12	-7	1	-5	-24	-11	2

An excerpt from above in order of length of the SMILES, low to high:
SMILES	PGE2 EP2 inh	TbHK1 inh	PPC-1+TRAIL kill	p47phox inh	BaF3 tox	p97 inhibitor	Furin inhibitor	RBBP9 inh	Ba/F3 V617F tox
CCOC(=O)C1CN(C(C)(C)C)C(=O)C1=O (stereo unspecified)	8	9	20	-15	4	2	-1	0	-4
O=[n+]1cc(-c2cccc3ccccc23)n([O-])c2c1CCC2	12	-3	7	-10	2	3	-26[20 µM]	1	-1
CCOCCCn1c(=S)[nH]c2cc(C(=O)N3CCC(C(N)=O)CC3)ccc2c1=O	6	-4	4	2	4	-8	5	-10	4
CCOc1ccccc1-n1c(SCC(=O)Nc2ccc(CC)cc2)nc2n[nH]c(C)c2c1=N	7	0	12	-7	1	-5	-24	-11	2

(continued)
SMILES	PGE2 EP2 inh	TbHK1 inh	PPC-1+TRAIL kill	p47phox inh	BaF3 tox	p97 inhibitor	Furin inhibitor	RBBP9 inh	Ba/F3 V617F tox
O=C(CN1CCOCC1)OCCCc1ccccc1	21	3	-5	1	0	-8	-6	-5	3
COc1cc(Cl)cc(C2NC(=O)NC(C)=C2C(=O)NCc2ccccc2)c1O (stereo unspecified)	3	-4	-11	-1	2	-1	-20[20 µM]	4	2
CC(C)c1ccc(-c2nnn(CCC#N)n2)cc1	6	1	-3	-5	10	4	-21	3	2
CC(C)(C)NC(=O)c1ccc2nsnc2c1	7	-5	2	-11	5	4	-40	-4	-1
COc1ccc(-c2nc(N)n(C(C)=O)n2)cc1	1	0	13	0	1	3	-16[20 µM]	-8	-3
O=C(c1cc(-c2ccccc2)n[nH]1)N1CCc2c([nH]c3ccccc23)C1c1ccccn1 (stereo unspecified)	7	-12	10	1	7	7	-33	-11	0
CN(C[C@H](Cc1ccccc1)N(C[C@H](Cc1ccccc1)N(CC1(c2ccccc2)CC1)N=O)N=O)N=O	16	4	7	-11	-1	2	-30	-6	-3
CCOC(=O)c1oc2cc(C)cc(C)c2c1C	8	1	14	-9	1	2	-6	7	-3

5 neighbouring compounds already listed:
SMILES	PGE2 EP2 inh	TbHK1 inh	PPC-1+TRAIL kill	p47phox inh	BaF3 tox	p97 inhibitor	Furin inhibitor	RBBP9 inh	Ba/F3 V617F tox
CC(C)(C)NC(=O)c1ccc2nsnc2c1	7	-5	2	-11	5	4	-40	-4	-1
COc1ccc(-c2nc(N)n(C(C)=O)n2)cc1	1	0	13	0	1	3	-16[20 µM]	-8	-3
O=C(c1cc(-c2ccccc2)n[nH]1)N1CCc2c([nH]c3ccccc23)C1c1ccccn1 (stereo unspecified)	7	-12	10	1	7	7	-33	-11	0
CN(C[C@H](Cc1ccccc1)N(C[C@H](Cc1ccccc1)N(CC1(c2ccccc2)CC1)N=O)N=O)N=O	16	4	7	-11	-1	2	-30	-6	-3
CCOC(=O)c1oc2cc(C)cc(C)c2c1C	8	1	14	-9	1	2	-6	7	-3

Bioassay records as filed in PubChem.
